# PERK inhibitor = block of dimerizer-induced PERK translation repression, primary screen, PERK inhibitor project, CHO PERK-DD cells, SEAP luminescence, HTS; Eukaryotic translation initiation factor 2-alpha kinase 3 (Homo sapiens), Q9NZJ5; CHO PERK-DD fusion, SEAP luminescence translation reporter; inhibition, % at 5.6 µM; 220,000 tested, 0.17% active; AID 1416, 2008;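 active means inhibition above the mean inhibition of all tested compounds plus 3 SD, set separately per screening campaign, cut at about 2.9% in these data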;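 further: PERK kinase domain activated by AP20187 dimerizer at 100 nM; 0% = DMSO with dimerizer and 100% = rapamycin at 8.4 µM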
# BaF3 parental = parental Ba/F3 cell viability inhibition, counter-screen for JAK2V617F inhibitor project, murine pro-B, CellTiter-Glo luminescence; AID 1486, 2009; inhibition, % at 5.6 µM; CellTiter-Glo ATP luminescence; 220,000 tested, 1.1% active;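 active means inhibition above a per-campaign cutoff, the mean inhibition of all tested compounds plus 3 SD, cut at about 27% in these data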;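 further: 0% = DMSO wells and 100% = JAK Inhibitor I control wells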
# eIF4E 4G PPI = eIF4E–eIF4G protein interaction inhibitors, primary screen, biochemical, uHTS, TR-FRET, eIF4GI fragment; 220,000 tested, 0.37% active; TR-FRET eIF4E-eIF4GI(517-606) binding, 2 h; Eukaryotic translation initiation factor 4E (Mus musculus) + Eukaryotic translation …; inhibition, % at 21.7 µM;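 active means inhibition above about 30%, limit read from the data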;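 further: 0% = full FRET control wells and 100% = background wells lacking eIF4GI fragment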
# MDM2 E3 inh = MDM2-luciferase reporter signal enhancers, primary screen, MDM2 E3 ligase inhibitor project, cell-based, luminescence, 1536-well; E3 ubiquitin-protein ligase Mdm2 (Homo sapiens), Q00987; signal enhancement, % at 5 µM; cell-based MDM2 ubiquitination luciferase reporter, 2 h; 0 = plate control, 100 = twice control, blank-subtracted; 210,000 tested, 0.11% active; AID 1230, 2008;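 active means signal enhancement of 30% or more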;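 further: luminescence tracks abundance of the self-degrading MDM2-luciferase fusion protein; higher signal means inhibition of MDM2 E3 ligase activity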
#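 Material: Stable MDM2–luciferase fusion reporter cells | Amount: 2000 cells seeded into each well | Dosing: One concentration, 5 µM, with 0.2% DMSO | Incubation: 4 h cell settling then 2 h compound exposure, 37 °C | Measured by: Luciferase luminescence | Read-out basis: % enhancement relative to plate controls after blank subtraction | Benchmarks: Control and blank well means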
# Wee1 degr inh = Wee1 degradation inhibitors, primary screen, cell-based, HeLa, Wee1K328M-luciferase, luminescence | 220,000 tested, 1.2% active | Wee1-like protein kinase (Homo sapiens), P30291 | HeLa Luc-Wee1K328M stability; 100% = proteasome inhibitor MG132 effect | reporter increase, % at 5 µM | AID 1321, 2008;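 active means activation above the mean of all tested compounds plus 3 SD, set per screening run, cut at about 8.8% in these data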;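 further: cells exposed to compound for 20 h before luminescence read; 0% = DMSO alone and 100% = MG132 at 30 µM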
# Target sequence (P30291 whole entry K328M): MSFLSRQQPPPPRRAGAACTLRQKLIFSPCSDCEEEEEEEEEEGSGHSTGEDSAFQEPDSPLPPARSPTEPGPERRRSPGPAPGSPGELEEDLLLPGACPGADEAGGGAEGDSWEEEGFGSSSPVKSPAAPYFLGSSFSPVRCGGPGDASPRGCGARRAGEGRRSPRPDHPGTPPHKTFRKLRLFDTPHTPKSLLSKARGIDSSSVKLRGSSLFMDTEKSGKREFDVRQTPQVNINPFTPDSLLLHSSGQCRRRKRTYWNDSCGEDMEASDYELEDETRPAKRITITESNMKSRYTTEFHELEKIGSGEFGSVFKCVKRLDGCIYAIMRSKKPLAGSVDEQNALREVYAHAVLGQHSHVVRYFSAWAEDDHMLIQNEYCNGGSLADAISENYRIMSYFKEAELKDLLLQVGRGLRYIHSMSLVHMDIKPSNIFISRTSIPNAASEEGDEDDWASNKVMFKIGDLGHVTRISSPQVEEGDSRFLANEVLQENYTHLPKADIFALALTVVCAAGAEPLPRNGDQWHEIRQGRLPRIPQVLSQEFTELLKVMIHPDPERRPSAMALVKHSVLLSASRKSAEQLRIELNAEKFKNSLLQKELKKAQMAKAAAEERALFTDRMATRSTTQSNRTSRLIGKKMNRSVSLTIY
# NPY2 pot ag = NPY-Y2 potentiators or agonists, primary screen, cell-based; Neuropeptide Y receptor type 2 (Homo sapiens), P49146; cells expressing NPY-Y2, potentiator/agonist read-out; activation, % at 3.6 µM; 220,000 tested, 0.45% active; AID 1359, 2008; in the data active means activation above about 27%;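 further: cells stimulated with NPY near EC25 plus isoproterenol at EC100; 0% = vehicle plus submaximal agonist and 100% = vehicle plus saturating agonist; some results beyond the cut were filed as inactive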
# S1P4 antag = S1P4 receptor antagonists, primary screen, cell-based. Sphingosine 1-phosphate receptor 4 (Homo sapiens), O95977. S1P4-expressing cells, antagonist mode, reporter read-out. inhibition, % at 4.98 µM. 220,000 tested, 0.26% active. AID 1510, 2009; in the data active means inhibition above about 29%;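 further: 0% = wells stimulated with agonist and 100% = vehicle wells without agonist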
# Target sequence (O95977 whole entry, looked up): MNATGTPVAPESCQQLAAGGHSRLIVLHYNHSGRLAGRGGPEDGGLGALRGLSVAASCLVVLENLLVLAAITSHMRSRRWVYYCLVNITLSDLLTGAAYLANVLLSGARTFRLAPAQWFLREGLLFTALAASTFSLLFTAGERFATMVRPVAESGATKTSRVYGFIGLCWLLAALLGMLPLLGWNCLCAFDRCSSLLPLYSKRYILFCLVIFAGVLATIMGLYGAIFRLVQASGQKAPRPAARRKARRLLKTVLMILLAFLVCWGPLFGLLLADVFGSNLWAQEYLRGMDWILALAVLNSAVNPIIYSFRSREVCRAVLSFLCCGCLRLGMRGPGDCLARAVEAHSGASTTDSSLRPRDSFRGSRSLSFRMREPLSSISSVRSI
# S1P4 agonist = S1P4 receptor agonists, primary screen, cell-based. Sphingosine 1-phosphate receptor 4 (Homo sapiens), O95977. 220,000 tested, 0.35% active. S1P4-expressing cell line, agonist reporter assay. activation, % at 4.98 µM. AID 1509, 2009; in the data active means activation above about 11%;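 further: 0% = DMSO vehicle and 100% = reference agonist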
# Ba/F3 V617F tox = reduced viability of JAK2V617F-dependent Ba/F3 cells, primary screen, JAK2V617F inhibitor project, cell-based, Ba/F3 EpoR-JAK2V617F, luminescence | ATP luminescence | inhibition, % at 5.6 µM | 220,000 tested, 1.1% active | AID 1446, 2008;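 active means inhibition above the campaign mean plus 3 SD over all tested compounds, cut at about 24% in these data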;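 further: cytokine-independent growth of Ba/F3 cells driven by EpoR plus mutant JAK2; 0% = DMSO-treated cells and 100% = JAK inhibitor I control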
# * hit, by the source's call; nt = not tested or not shown; [ ] = dose if it differs, or a comment.
SMILES,PERK inhibitor,BaF3 parental,eIF4E 4G PPI,MDM2 E3 inh,Wee1 degr inh,NPY2 pot ag,S1P4 antag,S1P4 agonist,Ba/F3 V617F tox
O/N=C1/C(=C\c2ccccc2)N2CCC1CC2,0.4,12,2,-15,2,8,-22,-0.4,2
C=CCn1c(O)c(C(CC)=Nc2ccc3c(c2)CCC3)c(=O)[nH]c1=O,-0.9,-1,3,-8,0,9,-10,2.1,-1
CC(=O)Nc1ccccc1C(=O)OCc1ccc(C(=O)c2ccccc2)cc1,-0.3,0,-5,-4,2,-13,-4,0.7,-3
CCCCCCn1c(O)c(C=NCCN2CCOCC2)c(=O)[nH]c1=O,0.0,6,1,-15,-3,-24,-2,1.4,3
O/N=C1\CCC2CN(C3CCCCC3)CC2C1 (stereo not drawn),0.8,0,5[fluorescence artefact?],-8,1,1,-12,0.2,-1
O=P(O)(O)/C=C(\Cl)c1ccccc1,0.3,6,-4,-14,-2,10,-9,0.6,1
CC(=NCc1ccco1)c1c(O)n(-c2ccc(Cl)cc2)c(=O)[nH]c1=O,1.5,-2,0,-5,-1,16,2,-0.4,-5
COc1ccc(-n2c(O)c(C(C)=NCC3CCCO3)c(=O)[nH]c2=O)cc1 (stereo not drawn),0.3,-2,0,-9,-2,-11,3,-1.1,-4
CN1CCc2nc3sc(C(=O)NC(C)(C)C)c(N)c3cc2C1,0.0,1,1,-1,-1,3,-19,0.9,0
CC12CN3CC(C)(CN(C1)C3c1ccco1)C2=O (stereo not drawn),0.9,2,0,-16,9.3*,9,-3,1.2,-3
O=c1[nH]c(=O)n(-c2cccc(Cl)c2)c(O)c1C=NCCN1CCCCC1,1.0,4,9[fluorescence artefact?],-9,2,0,-9,0.2,2
CC1OC(NCCc2ccccc2)C(O)C(O)C1O (stereo not drawn),0.8,-1,-1,-1,-3,-2,-29,2.1,-6
C(=NC12CN3CN(CN(C3)C1)C2)c1cccs1,1.4,9,-4,5,0,5,-17,-1.6,4
O=c1[nH]c(=S)n(C2CC2)c(O)c1C=Nc1cccc(C(F)(F)F)c1,-0.2,3,10[fluorescence artefact?],-10,1,-1,-3,0.3,-3
CCOP(=O)(OCC)C(O)c1ccc(OC)c(OC)c1 (stereo not drawn),0.6,5,5,-22,-1,1,-2,0.5,3
C1=C(c2ccccc2)CCNC1,0.3,-6,1,-7,1,-18,-20,1.7,-2
CCN(CC)c1ccc(/C=C2\C(=O)NC(=O)N(Cc3ccco3)C2=O)cc1,1.0,9,4,-6,-2,-2,-1,1.6,3
COc1cc(OC)c(OC)cc1/C=C1/C(=O)NC(=O)N(Cc2ccccc2)C1=O,0.2,-1,4,-8,-1,-1,-9,2.1,2
CC(=O)N1N=C2C3CCN(CC3)C2C1c1ccc(C)cc1 (stereo not drawn),1.0,9,-2[fluorescence artefact?],nt,-1,8,2,-0.7,2
COc1ccc(C2NCc3ccc4c(c3-n3cccc32)OCO4)cc1O (stereo not drawn),-1.2,73*,-21[fluorescence artefact?],-4,1,-27,14,-1.1,75*

# Compound profiles (already shown). Order of values: PERK inhibitor, BaF3 parental, eIF4E 4G PPI, MDM2 E3 inh, Wee1 degr inh, NPY2 pot ag, S1P4 antag, S1P4 agonist, Ba/F3 V617F tox
# `C=CCn1c(O)c(C(CC)=Nc2ccc3c(c2)CCC3)c(=O)[nH]c1=O` is listed as -0.9, -1, 3, -8, 0, 9, -10, 2.1, -1
# `CC(=NCc1ccco1)c1c(O)n(-c2ccc(Cl)cc2)c(=O)[nH]c1=O` is listed as 1.5, -2, 0, -5, -1, 16, 2, -0.4, -5
# `O=c1[nH]c(=S)n(C2CC2)c(O)c1C=Nc1cccc(C(F)(F)F)c1` is listed as -0.2, 3, 10[fluorescence artefact?], -10, 1, -1, -3, 0.3, -3

# (list continues)
SMILES,PERK inhibitor,BaF3 parental,eIF4E 4G PPI,MDM2 E3 inh,Wee1 degr inh,NPY2 pot ag,S1P4 antag,S1P4 agonist,Ba/F3 V617F tox
CCOC(=O)C1CCN(/C=C2\C(=O)NC(=S)N(CC)C2=O)CC1,1.3,1,0,-7,1,-10,-1,0.7,0
CC(C)C12CN3CCN(CC(C3)C1O)C2 (stereo not drawn),0.2,1,7,-9,-1,7,-17,-0.8,-4
COc1ccc(CCNC2CCCCC2)cc1OC,1.2,0,-4,-18,3,13,-12,-0.8,-1
CC(=NCCc1c[nH]c2ccccc12)c1c(O)n(Cc2ccccc2)c(=O)[nH]c1=O,-1.7,4,3,-7,-1,-13,-4,-1.7,8
Cc1cccn2c(=O)c3c(nc12)N1CCCCC1C1(C3)C(=O)N(C)C(=O)N(C)C1=O (stereo not drawn),-0.1,-3,4,-1,-2,3,7,-1.1,-1
O=S(=O)(c1ccccc1)N1CN2CCN(C2)C1,2.8,3,-1,4,2,-5,-7,1.2,3
CCOP(=O)(OCC)C1(O)C(=O)Nc2ccccc21 (stereo not drawn),1.4,2,0,9,3,-2,-2,0.1,0
Cc1ccc(-c2nc3ccccc3c(=O)n2-c2ncccc2C)cc1,0.0,95*,-1,-6,-2,-5,-10,1.4,2
O=C(c1ccc(Cl)cc1)C1CCCN(Cc2cccc3cnccc23)C1 (stereo not drawn),1.1,5,1,-18,-1,-19,-8,1.1,1
O=[N+]([O-])c1ccc(N2CCOCC2)c2cccnc12,1.5,4,-2,-9,0,8,-70,0.5,0
CCCCn1c(=O)c(C(=O)NCc2ccco2)c(O)c2ccccc21,0.8,4,1,10,-4,0,3,-1.4,-1
CCCCn1c(=O)c(C=Nc2ccc(Cl)cc2)c(O)n(Cc2ccco2)c1=O,0.5,6,-1,21,-2,-5,-9,0.2,1
CCN1CCN(c2ccc(N)cc2)CC1,1.4,4,10,-11,0,6,-10,1.4,1
Cn1c(O)c(C=NC2CCN(Cc3ccccc3)CC2)c(=O)[nH]c1=O,0.3,4,80*,-3,-2,-1,5,0.2,1
O=C1CSC2(CN3CCC2CC3)N1 (stereo not drawn),0.6,8,4[fluorescence artefact?],-14,0,-10,-9,1.1,3
O/N=C/c1c[nH]c2ccccc12,0.4,-1,1[fluorescence artefact?],-9,5,6,-10,1.0,1
Cc1ccsc1C(=O)C1CCCN(Cc2cccn2-c2ccccn2)C1 (stereo not drawn),-0.6,4,1,3,-3,-35,-11,0.3,-3
C1CC2NCCC3NCCC(N1)N32 (stereo not drawn),-0.6,-1,-2,nt,-1,3,-3,1.1,2
CNC(C(=O)c1ccccc1)C(OC)c1ccc(C)cc1 (stereo not drawn),-0.4,1,3[fluorescence artefact?],-1,1,-13,-7,2.1,-1
c1ccc2c(CCNC3CCCCC3)c[nH]c2c1,0.0,6,0,-21,1,-2,-4,-0.6,0
CC(Cc1ccccc1)[n+]1cc(/N=C(\N)[O-])on1 (stereo not drawn),0.1,3,0,21,-1,-1,-5,1.8,4
CCC(C)n1c(C)cc(C(N)=O)c1C (stereo not drawn),-1.1,8,-1,-4,-2,14,-12,0.6,1
COc1ccc(CCn2c(O)c(C=Nc3ccccc3F)c(=O)[nH]c2=O)cc1OC,2.0,4,14,-13,1,-9,0,0.4,-5
CN(CCc1ccccc1)Cc1ccccc1[N+](=O)[O-],1.5,0,4,nt,2,6,8,-0.6,-2
CCCCN(Cc1ccccc1)C1CCN(CCc2ccccc2)CC1,-0.9,7,0,-4,-1,-15,-18,1.9,0
Nc1ccc2cc(Br)ccc2c1,-0.7,3,-1,-7,-2,7,-18,0.5,5
O=c1c2cc(Br)ccc2[nH]c(=S)n1-c1ccccc1,0.4,11,1,6,-5,0,4,0.4,4
CN1C(=O)C(Cc2ccc3c(c2)OCO3)C(=O)N(C)C1=O,0.9,4,-1[fluorescence artefact?],-17,2,0,-6,1.5,-2
COc1ccc(N2C(=O)CC(N3CC=C(c4ccccc4)CC3)C2=O)cc1 (stereo not drawn),0.1,0,2,-14,-1,11,14,0.0,-5
O=c1[nH]c(=S)[nH]c(O)c1N=Nc1ccc(S(=O)(=O)N2CCc3ccccc32)cc1,0.5,16,5,-12,3,0,-9,0.3,8
O=C1c2cccc3cccc(c23)C(=O)N1/N=C/c1c(O)n(-c2ccccc2)c(=O)[nH]c1=O,0.3,4,-3,0,-1,1,-9,1.4,-2
Fc1ccc(CCNCc2ccc(Cl)c(Cl)c2)cc1,-0.6,1,-9,-15,2,-29,-9,0.8,0
O=c1[nH]c(O)c(N=Nc2ccc(S(=O)(=O)N3CCOCC3)cc2)c(=O)[nH]1,-0.5,10,2,-6,-2,-10,-5,-0.6,7
COc1ccc(S(=O)(=O)Cc2ccc(C(=O)N3CCC4(CC3)OCCO4)o2)cc1,-0.3,0,3,-10,-2,-13,-22,1.0,3
Cc1sc2ncn(CC(=O)NCC(=O)N3CCC4(CC3)OCCO4)c(=O)c2c1C,0.6,12,2[fluorescence artefact?],-9,-3,0,-9,0.7,-1
CCN(CC)S(=O)(=O)c1ccc(C)c(NCC(=O)Nc2ccc(C#N)c(Cl)c2)c1,-1.1,12,-3,-12,0,-2,-15,-0.5,4
Clc1cc(Cl)cc(NC2=NCCS2)c1,1.2,-5,-3,-6,1,6,-8,-1.1,-2
COCC(C)OC(=O)c1c(N)n(Cc2ccco2)c2nc3ccccc3nc12 (stereo not drawn),-0.5,8,9,4,-1,7,-7,2.7,-1
O=C1OCCN1P(=O)(c1ccccc1)c1ccccc1,0.0,1,0[fluorescence artefact?],-10,3,6,-1,1.1,-3
CCN(CC)CCCN=C(C)c1c(O)n(-c2ccc(C)cc2)c(=O)[nH]c1=O,1.9,0,-3,3,-1,4,17,1.4,-2
CC(C(O)c1ccccc1)N(C)CCn1cnc2c1c(=O)n(C)c(=O)n2C (stereo not drawn),0.5,9,-3,-7,-3,-13,-3,-0.3,-2
CS(=O)(=O)NNP(=O)(NNS(C)(=O)=O)NC(=O)c1ccc(Br)cc1,2.6,0,2,-9,-1,2,-4,0.6,-2
CC(C)c1ccc(-n2c(O)c(C=NC(CCS(C)=O)C(=O)O)c(=O)[nH]c2=S)cc1 (stereo not drawn),0.7,0,-1,-9,6,1,-2,2.1,-2
NC(=O)C1CCN(/C=C2\C(=O)NC(=O)N(Cc3ccco3)C2=O)CC1,0.9,0,3,nt,7,1,-14,-1.4,-4
CCOc1cc(CNCCc2c[nH]c3ccccc23)cc(Cl)c1OCC,-0.2,2,12,5,0,-9,-9,0.7,1
CCC12CN3CCN(CC(C3)C1O)C2 (stereo not drawn),0.2,2,-5,-5,0,-2,-16,4.0,3

# Screening results as filed in PubChem BioAssay.

# A portion of the library. The share of hits here may be higher or lower than overall.
